Screening results (PubChem)
FAS-TE inh: FAS thioesterase (human) inhibition. P49327. recombinant FAS-TE, OMFH fluorogenic substrate, fluorescence endpoint. inhibition, % at 15 µM. 360,000 tested, 0.67% active;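 active = compounds whose normalised, plate-corrected inhibition of enzyme fluorescence in the single-dose primary screen is 50% or more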;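 note: 0% = DMSO with enzyme and 100% = substrate without enzyme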
bovine MsrA act: bovine methionine sulfoxide reductase A activation. purified bovine MsrA, absorbance read-out. activation, % at 10.6 µM. 360,000 tested, 0.3% active. AID 602163; in the data active = activation above about 7.5%;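 note: 0% = vehicle and 100% = reference activator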
SKN-1 inh: C. elegans SKN-1 inhibition; C. elegans VP596 Pgst-4::GFP/RFP ratio, acrylamide-induced, 24 h; inhibition, % at 21.8 µM; 360,000 tested, 0.49% active; AID 624304;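 active = interference check ratio from 0.5 to 1.5 plus GFP to RFP signal ratio inhibition reaching or exceeding a fixed threshold, cut at about 30% in these data, passing the limit was not always enough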; note: some compounds called inactive have numbers as strong as hits
eLon inh: inhibits E. coli Lon protease; P0A9M0; purified E. coli Lon protease, fluorescence polarization; inhibition, % at 7.94 µM; 360,000 tested, 0.42% active; AID 602123; in the data active = inhibition above about 13%, passing the limit was not always enough;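 note: 0% = enzyme with probe and DMSO and 100% = no enzyme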
MLLE-PAM2 inh: blocks PAM2 peptide binding to the PABP1 MLLE domain; 360,000 tested, 0.36% active; GST-MLLE / FITC-PAM2 fluorescence polarization; AID 588489; inhibition, % at 20 µM; in the data active = inhibition above about 35%, passing the limit was not always enough;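 note: plate controls were DMSO wells with GST-MLLE for no effect and wells lacking GST-MLLE protein for full effect; some results filed as inactive read as strong as hits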
Rin1 Abl inh: inhibitors of human Rin1-Abl protein interaction; P00519+Q13671; TR-FRET Rin1/Abl binding, biochemical; inhibition, % at 7.35 µM; 360,000 tested, 0.4% active; AID 588664; in the data active = inhibition above about 5%, passing the limit was not always enough
Neddylation inh: cullin neddylation inhibition. P61081+Q13564. AID 651699. TR-FRET cullin neddylation, biochemical. 360,000 tested, 0.58% active. calls only at 25 µM; in the data active = inhibition above about 36%
MT1-MMP act inh: inhibitors of human MT1-MMP activation; P50281; HT1080 RFP-PRO-GFP cells, GFP/RFP ratio fluorescence, overnight; percent of plate control window, DMSO zero; GFP/RFP ratio change, % at 20 µM; 360,000 tested, 0.061% active;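 active = GFP/RFP ratio change of at least 30% with cell ATP level not reduced by more than half and red fluorescence within 50% of control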; note: strong numbers were not always called active
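system = RFP-PRO-GFP reporter HT1080 cells | dosing = 20 µM single dose, 1% DMSO | timing = overnight cell settling, then overnight compound exposure, 37 °C, 5% CO2 | read-out basis = GFP/RFP fluorescence ratio | controls = DMSO and RFP-L50D-GFP cell wells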
NRP1-CendR mod: modulators of CendR peptide binding to human neuropilin-1; FAM-RPARPAR peptide binding to NRP-1, fluorescence polarization; inhibition, % at 25 µM; 360,000 tested, 0.85% active; AID 602438;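 active = inhibition or corrected inhibition above about 18%, plus a signal ratio from 0.5 to 1.5, limit read from the data, passing the limit was not always enough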; note: strong numbers were not always called active
Target sequence (O14786 whole entry, looked up): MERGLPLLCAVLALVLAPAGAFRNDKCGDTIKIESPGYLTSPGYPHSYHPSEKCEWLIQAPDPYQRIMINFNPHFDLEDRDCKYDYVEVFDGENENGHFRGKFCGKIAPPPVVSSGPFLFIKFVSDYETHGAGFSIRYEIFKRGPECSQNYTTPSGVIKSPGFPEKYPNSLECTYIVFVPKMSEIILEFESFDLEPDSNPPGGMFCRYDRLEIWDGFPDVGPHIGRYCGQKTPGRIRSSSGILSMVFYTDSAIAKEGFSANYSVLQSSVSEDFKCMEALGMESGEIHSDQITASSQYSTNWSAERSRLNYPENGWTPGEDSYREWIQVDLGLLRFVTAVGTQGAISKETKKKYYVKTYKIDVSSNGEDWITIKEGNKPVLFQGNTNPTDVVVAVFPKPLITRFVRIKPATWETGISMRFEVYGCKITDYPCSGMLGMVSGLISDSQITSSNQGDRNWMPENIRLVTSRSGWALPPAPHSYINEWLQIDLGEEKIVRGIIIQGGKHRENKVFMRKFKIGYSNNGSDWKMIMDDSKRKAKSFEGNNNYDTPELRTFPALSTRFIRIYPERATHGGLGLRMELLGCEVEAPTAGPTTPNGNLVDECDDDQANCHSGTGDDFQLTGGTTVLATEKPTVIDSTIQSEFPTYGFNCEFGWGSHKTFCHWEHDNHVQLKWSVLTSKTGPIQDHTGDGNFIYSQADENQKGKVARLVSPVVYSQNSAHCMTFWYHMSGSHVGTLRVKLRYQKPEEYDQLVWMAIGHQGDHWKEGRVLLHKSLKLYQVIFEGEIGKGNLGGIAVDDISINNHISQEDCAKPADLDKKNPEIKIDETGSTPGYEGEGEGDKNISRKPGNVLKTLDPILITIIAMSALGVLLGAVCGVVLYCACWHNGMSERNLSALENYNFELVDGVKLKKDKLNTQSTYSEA
An asterisk follows results filed as active; i = inactive; / = no result given.

SMILES	FAS-TE inh	bovine MsrA act	SKN-1 inh	eLon inh	MLLE-PAM2 inh	Rin1 Abl inh	Neddylation inh	MT1-MMP act inh	NRP1-CendR mod
CC(=O)c1ccc(Nc2c3c(nc4ccccc24)CCCC3)cc1	8	-5	5	2	4	-4	i	-2	3
CCCOc1ccccc1NC(=O)/C=C/c1ccc(OC)c(S(=O)(=O)N2CCOCC2)c1	11	-5	2	-4	-5	-6	i	2	10
O=C(CCN1C(=O)/C(=C/c2ccc3c(c2)OCO3)SC1=S)Nc1cccc(C(=O)O)c1	1	-1	20	-3	1	-2	i	5	-29
O=C(NCCSC1CCCCC1)c1ccccc1	-6	-3	12	-1	3	1	i	2	4
CC1(CCc2ccc(O)cc2)NC(=O)NC1=O (configuration not stated)	-12	2	-7	0	2	1	i	2	0
CC(C(=O)N(C)C1CCS(=O)(=O)C1)N1C(=O)/C(=C/c2ccc(F)cc2)SC1=S (configuration not stated)	0	-1	3	-2	28	-5	i	1	0
CCOc1ccc(CCNC(=O)CS(=O)Cc2nc(-c3ccccc3Cl)oc2C)cc1OCC (configuration not stated)	-6	-3	14	-1	5	1	i	1	0
CCN(C(=O)C(C)N1C(=O)/C(=C/c2ccco2)SC1=S)C1CCS(=O)(=O)C1 (configuration not stated)	-1	-10	15	2	7	6	i	15	-40
CSc1nc(-c2ccc(Cl)cc2)nc(N)c1C#N	-6	-3	-1	-7	11	1	i	1	-3
CCN1CCN(C(=O)CCn2c(=O)c3cccn3c3cccnc32)CC1	-4	-5	11	-11	-3	0	i	0	13
O=C(Cc1ccccc1)c1c[nH]c(C(=O)NCc2ccncc2)c1	-3	-4	4	-7	6	-1	i	-1	-3
COc1cccc(C(=Cc2ccc([N+](=O)[O-])cc2)C(=O)O)c1	-4	-2	6	-16	8	-2	i	-4	-4
CC(C)C[C@@H](COCc1ccc(C(F)(F)F)cc1)N1CCN(C(=O)c2ccc(C(F)(F)F)cc2)CCC1=O	26	2	-2	1	/	/	i	-5	-9
COc1cc(Cl)c(C)cc1NC(=O)CSc1nnc(CN2CCCC2)o1	-6	-1	-5	11	-5	2	i	2	4
CCc1nc(SCc2ccc(Br)cc2)n[nH]1	-4	0	0	2	-30	3	i	-1	3
O=C(Nc1cccc(OC(F)(F)F)c1)C1Cc2c(-c3ccc4c(c3)OCO4)ccnc2O1 (configuration not stated)	22	-2	13	-2	5	1	i	-2	-103
COC(=O)NNC(=O)COc1cc(C)ccc1C	-11	-1	1	-3	5	0	i	1	5
COc1ccc(/C=N/N2C(=O)C3C4C=CC(CC4)C3C2=O)c(OC)c1 (configuration not stated)	-12	-2	4	1	7	-1	i	3	1
CCOc1ccc(N(C)S(=O)(=O)c2cc(-c3cc(C)no3)ccc2OC)cc1	19	-2	-1	2	11	3	i	1	1
O=C(c1ccncc1)N1CCN(CCc2ccccc2)CC1	-2	0	25	11	11	-3	i	-9	12

Compound profiles (already shown):
O=C(c1ccncc1)N1CCN(CCc2ccccc2)CC1 in the list: FAS-TE inh: -2; bovine MsrA act: 0; SKN-1 inh: 25; eLon inh: 11; MLLE-PAM2 inh: 11; Rin1 Abl inh: -3; Neddylation inh: i; MT1-MMP act inh: -9; NRP1-CendR mod: 12
COC(=O)NNC(=O)COc1cc(C)ccc1C in the list: FAS-TE inh: -11; bovine MsrA act: -1; SKN-1 inh: 1; eLon inh: -3; MLLE-PAM2 inh: 5; Rin1 Abl inh: 0; Neddylation inh: i; MT1-MMP act inh: 1; NRP1-CendR mod: 5

The listing continues.
SMILES	FAS-TE inh	bovine MsrA act	SKN-1 inh	eLon inh	MLLE-PAM2 inh	Rin1 Abl inh	Neddylation inh	MT1-MMP act inh	NRP1-CendR mod
O=C(Cc1ccc(-n2c(=S)[nH]c3ccccc3c2=O)cc1)N1CCC(N2CCCCC2)CC1	-7	-1	5	13	17	-2	i	-1	-10
O=C(CSc1nc2ccccc2o1)NCCOc1ccccc1	-1	-2	-14	-6	21	0	i	1	7
Cc1onc(-c2ccccc2)c1C(=O)OCC(=O)c1ccc(F)cc1	21	-2	4	1	7	2	i	2	0
CC(C)CC1C(C#N)=C(N)SC(N)=C1C#N	-77	-3	-1	-188	-44	-9	i	-98	137
COc1cc2c(cc1OC)CN(C1CCC(C)CC1)CC2 (configuration not stated)	-5	0	9	3	-3	-2	i	-1	-3
CN(CCC#N)S(=O)(=O)c1ccc2c(c1)c(=O)n(C)c(=O)n2C	-6	-3	10	-4	1	4	i	4	5
O=C(CNS(=O)(=O)c1c(Cl)cccc1Cl)OCC(=O)c1ccc[nH]1	-2	-3	-5	-10	-13	0	i	-2	0
COc1ccc(S(=O)(=O)N2CCc3ccccc32)cc1[N+](=O)[O-]	11	0	-4	-15	4	4	i	1	0
COc1cc([N+](=O)[O-])ccc1NC(=O)CCCOc1ccccc1	22	-3	1	4	-1	-6	i	-8	-7
COc1cc(/C=C(\C#N)C(=O)NCC2CCCO2)ccc1OC(C)C (configuration not stated)	-8	-4	5	7	9	-1	i	-3	-4
CNC(=O)COC(=O)c1nc(-n2nc(C)cc2C)ccc1Cl	-5	3	-13	-7	6	-1	i	15	4
CCc1nc(SCc2ccccc2)n[nH]1	-2	-2	-5	-12	0	-3	i	1	-3
CC(C)N(Cc1ccccc1)C(=O)CCc1ccccc1	6	1	-2	4	8	2	i	-1	3
COc1ccc(NC(=O)c2cc(S(=O)(=O)N3CCCC3)ccc2OC)cc1	1	-4	3	-3	6	0	i	1	2
O=c1[nH]c2ccccc2cc1CN(c1ccccc1)S(=O)(=O)c1ccccc1	-4	-7	-8	12	9	0	i	-2	7
O=C(NCCCN1CCOCC1)NC12CC3CC(CC(C3)C1)C2	-5	-1	19	-1	10	1	i	4	15
COC(=O)c1c(NC(=O)COC(=O)c2ccc(O)cc2)sc2c1CCCCC2	25	-3	3	0	12	3	i	-6	-4
COc1ccc(CCNC(=O)CCCCCN2C(=O)c3ccccc3C2=O)cc1OC	-9	3	4	1	3	-1	i	0	3
Cc1ccc(N=c2sc(C)c(C)n2C)cc1	-8	-1	-8	-11	-73	-3	i	0	11
O=C(NCCS(=O)(=O)N1CCN(Cc2ccccc2)CC1)c1ccccc1	0	-5	19	-9	0	4	i	1	12
C=CCSc1nnc(NC(=O)CCNC(=O)c2ccco2)s1	-2	0	1	2	1	-1	i	5	-3
CCOc1ccc(NCCC(=O)c2ccc3c(c2)OCO3)cc1	10	-1	-2	3	-60	-5	i	-1	7
CCOC(=O)c1ccccc1N1C(=O)C2Sc3[nH]c(=O)sc3C(/C=C/c3ccccc3)C2C1=O (configuration not stated)	11	-4	15	-6	-4	2	i	-27	-91
Cc1ccc(S(=O)(=O)N2CC(CO)=CCC2c2ccccc2)cc1 (configuration not stated)	/	/	9	/	/	/	i	1	-6
NC(=O)C1CCN(C2OC(=O)c3ccccc32)CC1 (configuration not stated)	-11	0	-36	-1	-8	1	i	3	-2
CCC(=O)NC(=S)Nc1cccc(Cl)c1N1CCCCC1	34	-7	-7	5	24	-1	i	-13	5
COc1ccc(C2C(C(=O)c3ccco3)=C(O)C(=O)N2CCN2CCOCC2)c(OC)c1 (configuration not stated)	-4	-11	-1	-5	10	3	i	1	4
COc1ccc(/C=C2\N=C(c3ccccc3Cl)NC2=O)cc1	-4	-14	-8	-7	4	0	i	2	-13
Cc1cccc(C)c1NC(=O)CNC(=O)c1cn(-c2ccccc2)nc1-c1ccccc1	3	3	12	-9	-5	3	i	-3	4
O=C(COCc1cc(-c2ccc3c(c2)OCO3)on1)Nc1cccnc1Cl	10	-1	24	10	-11	3	i	-2	-4
COc1ccc(C)cc1NC(=O)CO/N=C(\N)CC(=O)NC1CCCCC1	-6	-3	6	-6	-21	4	i	-3	-5
c1ccc2nc(-c3ccc(N4CCOCC4)cc3)ccc2c1	-5	-2	12	0	-17	-8	i	2	-56
CC(=O)C1=C(C)N(Cc2ccccc2)C(=O)N[C@H]1c1cccc(C(F)(F)F)c1	11	-7	-4	9	1	-2	i	0	1
CN(C(=O)c1ccc(NC(=O)Cc2ccc(NC(=O)C3CCCN(C(=O)c4ccccc4)C3)cc2)cc1)C1CC1 (configuration not stated)	-4	-1	1	2	3	8	i	2	9
COc1ccccc1-c1nnc2sc(C3CCCCC3)nn12	2	-2	-6	3	9	-1	i	2	-2
O=C(Nc1nnc(-c2ccco2)o1)C1CCCCC1	-8	-3	-8	-6	-22	2	i	0	-13
O=C(Nn1cnnc1)c1ccc(Cl)cc1	-5	0	6	-4	-1	0	i	0	-18
O=C(NCc1ccccn1)c1ccco1	-11	-3	3	7	24	-5	i	2	18
Cc1ccc(CNC(=O)c2ccc3c(=O)n4c(-c5ccc(C)cc5)csc4nc3c2)cc1	-3	-10	13	-6	2	0	i	6	4
C=CCOc1c(Br)cc(CNn2nnnc2N)cc1OCC	-8	-6	15	-11	-9	2	i	2	2
COc1ccc(OCC(=O)Nc2ccc3nc(C)sc3c2)cc1	1	-2	3	3	0	-2	i	5	-24
COc1ccc(OCc2nc(N)nc(Nc3cccc(C)c3C)n2)cc1	-2	1	25	3	3	0	i	16	26*
CCOC(=O)c1cc(C(=O)NC(C)c2ccccc2)c(=O)[nH]c1C (configuration not stated)	-4	-1	13	11	22	0	i	3	-2
CCOc1ccc(Cc2nc(-c3nonc3N)no2)cc1OCC	-9	-10	14	-9	2	-5	i	11	10
COc1ccc(-c2csc(N3CCN(S(=O)(=O)c4ccc5c(c4)NC(=O)CO5)CC3)n2)cc1	26	-4	-6	9	-5	0	i	3	0
CCOC(=O)N1CCC(NC(=O)C2CCN(S(=O)(=O)N3CCC(C)CC3)CC2)CC1	-9	-4	3	0	3	1	i	4	7
CCCCCCOC(=O)Sc1nc2ccccc2o1	-3	5	23	8	-87	-1	i	8	-10
CCc1nccn1S(=O)(=O)c1ccc(C)c(C)c1	-7	-10	-14	-4	-3	-1	i	5	2
Cc1ccc(OCC(=O)NNC(=O)c2cccnc2)cc1C	-2	-3	-5	5	24	-1	i	-1	11
O=c1oc(-c2ccccc2NS(=O)(=O)c2ccc(Cl)cc2)nc2ccccc12	25	-2	-4	-4	-14	1	i	-3	1

(continued)
SMILES	FAS-TE inh	bovine MsrA act	SKN-1 inh	eLon inh	MLLE-PAM2 inh	Rin1 Abl inh	Neddylation inh	MT1-MMP act inh	NRP1-CendR mod
COc1ccccc1CNC(=O)COc1cc(O)c2c(c1)OC(C)(C)CC2=O	8	-7	-1	7	-4	-1	i	6	-5
CN(CC(=O)NCCc1ccc(Cl)cc1)S(=O)(=O)c1ccc2c(c1)c(=O)n(C)c(=O)n2C	5	-1	3	1	-9	3	i	0	-2
COc1ccccc1NC(=O)C1CC(=O)OC1c1ccccc1 (configuration not stated)	-5	-3	-5	-9	2	-1	i	1	7
CCCCCCOc1ccc(C(=O)NCCCn2ccnc2)cc1	-19	-1	9	11	10	2	i	1	0
CCOc1cc(/C=C/C(=O)c2ccc3c(c2)OCCO3)ccc1OCC(=O)N(C)C	0	-6	-12	-1	-1	-2	i	-5	4
Cc1ccc(NC(=O)CSc2ncc3ccccn23)cc1	-6	0	0	2	4	0	i	4	4
CCCCn1c(N)c(N(CCOC)C(=O)c2cc(-c3ccncc3)nc3ccccc23)c(=O)[nH]c1=O	-4	-3	7	-21	-2	-2	i	-3	-12
O=C1c2ccc3c4c(ccc(c24)C(=O)N1CCCCO)C(=O)N(CCCCO)C3=O	-3	5	13	50*	64*	-15	i	-18	8
CCCSCCCNC(=O)c1ccccc1NC(=O)C1=CSCCO1	13	-1	23	-7	7	-4	i	2	8
CCOP(=O)(OCC)C(Nc1cccc([N+](=O)[O-])c1)c1ccc(N(C)C)cc1 (configuration not stated)	8	-2	4	-2	-6	2	i	-2	13
O=C(c1ccc2c(c1)OCO2)N1CCc2ccccc2C1	-2	-5	5	3	-1	1	i	2	-8
